TRPN1 ag – agonists of zebrafish TRPN1 channel; actives 0.18% (n = 220,000); HEK293 zebrafish TRPN1-YFP, Fluo-8 calcium fluorescence; 100% = response to 87 µM carbachol; activation, % at 3 µM;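 active = activation above its plate's cutoff, the mean activation of test wells on that plate plus 3 SD, cut at about 19% in these data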;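 also: 0% = DMSO alone and 100% = 87 µM carbachol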
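Material: zebrafish TRPN1-YFP in HEK293 cells. Doses: one dose of 3 µM, 0.3% DMSO. Incubation: dye 1 h 37 °C plus 30 min RT. Measured by: intracellular calcium fluorescence with Fluo-8.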
14-3-3 Bad PPI – disrupts binding of bovine 14-3-3 zeta to phospho-Bad peptide; actives 0.71% (n = 220,000); inhibition, % at 21.7 µM; P63103; TR-FRET 14-3-3zeta/Dy647-pBad peptide displacement, 1 h; AID 781;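 active = inhibition above about 70%, limit read from the data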;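 also: 0% = full 14-3-3 plus peptide FRET controls and 100% = background without 14-3-3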
Target sequence (P63103 whole entry, looked up): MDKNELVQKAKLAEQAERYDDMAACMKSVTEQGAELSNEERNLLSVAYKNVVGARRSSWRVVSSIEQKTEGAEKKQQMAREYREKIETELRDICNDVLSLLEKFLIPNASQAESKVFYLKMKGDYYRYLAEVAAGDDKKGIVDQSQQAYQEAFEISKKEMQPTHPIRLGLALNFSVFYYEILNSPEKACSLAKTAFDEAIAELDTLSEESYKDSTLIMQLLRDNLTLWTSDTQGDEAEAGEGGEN
NPY-Y1 PAM-ag – potentiators or agonists of human neuropeptide Y receptor Y1 | NPY-Y1 expressing cells, potentiator/agonist activation | actives 0.37% (n = 220,000) | P25929 | activation, % at 3.6 µM; in the data active = activation above about 33%, passing the limit was not always enough;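 also: cells stimulated with NPY at EC10 then isoproterenol at EC100; 0% = low agonist plus stimulus and 100% = saturating agonist plus stimulus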
PPC-1+TRAIL kill – PPC-1 cancer cell killing with TRAIL present; PPC-1 cells + TRAIL, ATPLite viability luminescence; cell killing (% activity), % at 4 µM; actives 0.41% (n = 220,000); AID 1443;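 active = cell killing above 50% in the first pass at 4 µM, then a duplicate retest at 5 µM averaging 50% or more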;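 also: plate controls were cells with TRAIL plus DMSO for no effect and medium-only wells lacking cells for full effect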
NPY-Y1 antag – antagonists of human neuropeptide Y receptor Y1. P25929. HEK293-CNG Y1 cells, membrane potential fluorescence; NPY at EC95, then isoproterenol. inhibition, % at 3.6 µM. actives 1% (n = 200,000);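 active = inhibition above the campaign mean inhibition of all tested compounds plus 3 SD, cut at about 20% in these data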;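 also: 0% = DMSO wells given NPY plus isoproterenol and 100% = isoproterenol alone without NPY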
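Material: HEK293 Y1/CNG channel cell line | Also added: NPY (25 nM), isoproterenol (1 µM), Ro 20-1724 (25 µM) | Compound: One concentration, 3.6 µM, in 0.4% DMSO | Schedule: 3 h dye uptake, 1 h room-temperature compound, 45 min post-isoproterenol | Signal: Membrane-potential fluorescent dye readout | Read-out: % inhibition of NPY effect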
CHOP inh – blocks CHOP induction under ER stress; CHO-K1 CHOP-promoter luciferase, tunicamycin-induced, 15-18 h; inhibition, % at 10 µM; actives 3.8% (n = 220,000);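 active = compounds that reduced the stress-induced luciferase reporter signal by more than about 70% of percent inhibition, limit read from the data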;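 also: 0% = tunicamycin plus vehicle and 100% = wells without tunicamycin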
EP2 antag – inhibitors of human EP2 prostaglandin E2 receptor. P43116. inhibition, % at 25 µM. AID 1422. C6 glioma cells expressing human EP2, cAMP TR-FRET; cells stimulated with saturating PGE2. actives 0.52% (n = 260,000);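 active = percent inhibition above 40 after rounding to a whole number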;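 also: rat C6 glioma host cells with rolipram phosphodiesterase inhibitor present; the protocol text gives 20 µM as final concentration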
EP2 mod – EP2 receptor (human) modulation. EP2-expressing cells, cAMP HTRF FRET, PGE2 co-stimulation. actives 0.83% (n = 260,000). AID 940. induction, % at 25 µM. P43116;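 active = compounds whose cAMP rise, as percent of the full-agonist control response, exceeds 60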;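 also: rat C6 glioma line stably carrying human EP2 under a CMV promoter; the protocol text gives 20 µM as final concentration; 100% = response of wells given 1 µM PGE2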
TRPML3 agonist – agonists of human TRPML3 channel; activation, % at 3 µM; Q8TDD5; actives 0.29% (n = 220,000); HEK293 TRPML3-YFP, Fluo-8 calcium fluorescence; 100% = the carbachol control signal;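 active = activation above its plate's cutoff, the mean activation of the plate's test wells plus 3 SD, cut at about 12% in these data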;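 also: 0% = DMSO only wells and 100% = carbachol wells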
Target sequence (Q8TDD5 whole entry, looked up): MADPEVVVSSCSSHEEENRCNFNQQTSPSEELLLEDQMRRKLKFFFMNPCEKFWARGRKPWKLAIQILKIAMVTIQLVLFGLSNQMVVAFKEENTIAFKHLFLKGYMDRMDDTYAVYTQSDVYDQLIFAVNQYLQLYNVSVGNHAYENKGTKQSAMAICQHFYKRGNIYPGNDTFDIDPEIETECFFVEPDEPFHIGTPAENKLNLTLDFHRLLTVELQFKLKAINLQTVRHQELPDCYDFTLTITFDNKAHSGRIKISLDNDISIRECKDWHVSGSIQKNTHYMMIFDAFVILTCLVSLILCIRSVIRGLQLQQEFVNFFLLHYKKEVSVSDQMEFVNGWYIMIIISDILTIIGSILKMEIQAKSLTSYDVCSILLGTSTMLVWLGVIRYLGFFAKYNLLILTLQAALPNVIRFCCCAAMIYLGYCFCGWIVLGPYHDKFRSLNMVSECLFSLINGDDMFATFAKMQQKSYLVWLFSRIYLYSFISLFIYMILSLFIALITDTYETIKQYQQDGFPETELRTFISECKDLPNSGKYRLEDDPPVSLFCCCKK
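Material: TRPML3-YFP stable HEK293 cells | Dosing: One concentration, 3 µM nominal, 0.3% DMSO | Timing: 125 s total fluorescence read per well | Technique: Fluo-8 calcium dye fluorescence, ex 470-495, em 515-575 nm | Measure: Percent activation from peak-to-basal fluorescence ratio, scaled between DMSO and carbachol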
* marks the source's active call; other numbers are inactive results; . = not tested or not shown; & = joins results of further samples; [ ] = remark or other dose.

No.	mol	TRPN1 ag	14-3-3 Bad PPI	NPY-Y1 PAM-ag	PPC-1+TRAIL kill	NPY-Y1 antag
1	Cc1nnc(C)n1/N=C/c1cccs1	1.1	3	2	16	5
2	CCOC(=O)C1=C(CNCc2ccc(C)cc2)NC(=O)NC1c1cc(C)ccc1C (configuration not stated)	-2.1	-4	-20	3	3
3	CC(C)(C)c1ccc(C(=O)c2c[nH]c(C(=O)NCc3cccs3)c2)cc1	0.9	16	-5	-4	6
4	Cc1ccc(-n2c(O)c(C=NCc3ccccn3)c3ccccc3c2=O)cc1	0.6	-10	10	-3	-4
5	CCOC(=O)C(NS(=O)(=O)c1ccccc1)(C(F)(F)F)P(=O)(OCC(C)C)OCC(C)C (configuration not stated)	0.0	15	-36	16	3
6	COC(=O)c1cc(NC(=O)CC2NC3CCCCC3NC2=O)cc(C(=O)OC)c1 (configuration not stated)	0.5	-6	-5	12	5
7	Cc1ccc2nc(SCc3ccc([N+](=O)[O-])cc3)nc(C)c2c1	0.1	5	-18	-5	5
8	Cc1ccc(C)c(N2CCN(CCCNC(=O)Cn3cccc3C(=O)c3ccccc3C)CC2)c1	-0.8	1	-39	-2	18
9	CC1(C)CC2CC(C)(CN2C(=O)C23CCC(C)(C(=O)C2)C3(C)C)C1 (configuration not stated)	-1.6	1	13	26	0
10	COc1ccccc1-c1ccc(=O)n(CC(=O)NC(C)(C)C)n1	0.6	-1	0	4	4
11	Cc1nn(C)c(C)c1S(=O)(=O)N(CC(=O)NCCCOC(C)C)c1ccc(C(C)C)cc1	0.6	2[fluorescence artefact?]	12	-2	2
12	Cc1cccn2c(CN(C)C3CCCc4ccccc43)c(C(=O)N3CCOCC3)nc12 (configuration not stated)	1.6	-9	8	8	7

No.	CHOP inh	EP2 antag	EP2 mod	TRPML3 agonist
1	53	10	25	-0.6
2	67	2	29	-1.4
3	12	13	10	0.8
4	2	8	20	0.7
5	-26	10	-21	2.0
6	-1	10	2	0.4
7	75*	5	2	0.7
8	51	2	-58	1.5
9	11	8	-4	0.2
10	65	7	-13	-0.4
11	20	8	0	-0.2
12	48	8	23	0.1

(next part)
No.	mol	TRPN1 ag	14-3-3 Bad PPI	NPY-Y1 PAM-ag	PPC-1+TRAIL kill	NPY-Y1 antag
13	CCOC(=O)c1ccc(N2C(=O)c3n[nH]c(-c4ccco4)c3C2c2ccc([N+](=O)[O-])cc2)cc1 (configuration not stated)	-0.7	0	-63	-7	19
14	CC(=O)NC1=NN(C(C)=O)C(c2ccco2)S1 (configuration not stated)	0.7	11	-5	6	.
15	CCOC(=O)/C(C#N)=C\c1ccc(OC)c(OC)c1	1.6	-7	14	29	1
16	O=C(O)c1cccc2c1C(=O)N(CC1CCCO1)C2 (configuration not stated)	1.0	7	10	4	3
17	COc1cccc(/C=N/Nc2ncc(C(F)(F)F)cc2Cl)c1O	-1.4	-8	4	21	3
18	O=C(c1cc([N+](=O)[O-])[nH]n1)N1CCSCC1	-0.7	0	20	12	.
19	O=C(Nc1ccc(Nc2ccncc2)cc1)c1ccc([N+](=O)[O-])cc1	1.6	-8	9	26	.
20	O=C1NC(=O)/C(=C\c2ccccc2OCc2cccc([N+](=O)[O-])c2)N1	-1.4	-5[fluorescence artefact?]	1	7	-6
21	CC(C)n1cc(-c2ccc(Cl)cc2)cc(C#N)c1=O	-0.8	34[fluorescence artefact?]	-22	15	6
22	NS(=O)(=O)c1ccc(CNC(=S)Nc2ccc(Cl)c(Cl)c2)cc1	0.5	-10	15	8	-1
23	CCOC(=O)c1c(N)sc2c(OC)c(Br)ccc12	-0.1	-10	12	16	11
24	CC(C)=CCN1CCN(C/C(Cl)=C/c2ccccc2)CC1CCO (configuration not stated)	1.7	-2	-17	6	.

No.	CHOP inh	EP2 antag	EP2 mod	TRPML3 agonist
13	27	4	-25	0.1
14	8	7	-29	-0.8
15	6	6	-45	0.5
16	32	9	-2	2.0
17	47	4	10	0.8
18	-8	11	-10	-0.4
19	-5	33	-41	0.5
20	56	4	-37	0.1
21	20	10	68*	-0.2
22	-10	0	-51	-0.2
23	50	24	-1	0.3
24	12	6	-8	-0.4

Numbers 20 through 24, reprinted for reference:
No.	mol	TRPN1 ag	14-3-3 Bad PPI	NPY-Y1 PAM-ag	PPC-1+TRAIL kill	NPY-Y1 antag
20	O=C1NC(=O)/C(=C\c2ccccc2OCc2cccc([N+](=O)[O-])c2)N1	-1.4	-5[fluorescence artefact?]	1	7	-6
21	CC(C)n1cc(-c2ccc(Cl)cc2)cc(C#N)c1=O	-0.8	34[fluorescence artefact?]	-22	15	6
22	NS(=O)(=O)c1ccc(CNC(=S)Nc2ccc(Cl)c(Cl)c2)cc1	0.5	-10	15	8	-1
23	CCOC(=O)c1c(N)sc2c(OC)c(Br)ccc12	-0.1	-10	12	16	11
24	CC(C)=CCN1CCN(C/C(Cl)=C/c2ccccc2)CC1CCO (configuration not stated)	1.7	-2	-17	6	.

No.	CHOP inh	EP2 antag	EP2 mod	TRPML3 agonist
20	56	4	-37	0.1
21	20	10	68*	-0.2
22	-10	0	-51	-0.2
23	50	24	-1	0.3
24	12	6	-8	-0.4

Next structures.
No.	mol	TRPN1 ag	14-3-3 Bad PPI	NPY-Y1 PAM-ag	PPC-1+TRAIL kill	NPY-Y1 antag
25	CCOc1ncccc1C(=O)Nc1ccc(S(=O)(=O)N2CCCC2)cc1	0.6	-8	-15	-19	2
26	O=C1CCCc2nc(NCc3ccco3)ncc21	1.1	-6	-7	-2	-4
27	C=CCC(C)(NCc1ccccc1)c1ccco1 (configuration not stated)	-0.5	72*	7	-14	0
28	Cc1cc(C)c(S(C)(=O)=O)c(Oc2ccc(F)cc2)n1	-1.8	-1	-2	11	6
29	Cc1ccc(CNC(=O)c2cc3c(-c4ccc(Cl)cc4)nn(C)c3s2)o1	-0.9	2	-25	21	7
30	O=C(Nc1cccc(-c2cn3ccsc3n2)c1)c1ccccc1	1.6	0	-3	7	-4
31	CC(C)[C@@H](C(=O)OCC(=O)Nc1ccc2c(c1)OCO2)N1C(=O)c2ccccc2C1=O	-0.3	-4	-38	-6	10
32	O=C1NCCN1Cc1ccc(Cl)cc1	2.2	-5	27	2	-3
33	C[C@@]12CC(=O)NC1N(C(=O)c1cccc(C(F)(F)F)c1)C(c1ccccc1O)C2 (some centres not stated)	-0.3	-12	11	23	4
34	N#Cc1c(NC(=O)CSc2nnnn2C2CCCCC2)sc2c1CCCC2	0.7	-3	6	16	4
35	O=C(COc1ccc(Cl)cc1)Nc1nnc(-c2ccc3c(c2)CCCC3)o1	1.4	1	-2	35	2
36	CCc1nc(SCC(=O)Nc2nnc(CC(C)C)s2)n[nH]1	2.0	5	-12	14	2

No.	CHOP inh	EP2 antag	EP2 mod	TRPML3 agonist
25	13	10	21	0.3
26	-5	20	4	0.2
27	-10	9	32	0.6
28	8	.	24	-0.8
29	28	20	-22	-0.2
30	-2	13	-42	0.1
31	26	14	11	0.5
32	42	8	20	0.6
33	10	8	12	0.5
34	24	8&12	3&-6	0.3
35	87*	9	-5	0.2
36	0	6	-6	0.3

(more compounds)
No.	mol	TRPN1 ag	14-3-3 Bad PPI	NPY-Y1 PAM-ag	PPC-1+TRAIL kill	NPY-Y1 antag
37	C/C(Cn1nnc([N+](=O)[O-])n1)=N\NC(=O)c1ccccc1Cl	0.2	-4	-9	10	-1
38	CC1(C(=O)N/N=C/c2ccccc2)CC1(Br)Br (configuration not stated)	0.2	-12	8	.	5
39	CCCC(=O)c1c[nH]c(C(=O)NCCc2ccccn2)c1	-0.2	15	-22	22	3
40	O=C(Cn1cc(C(F)(F)F)ccc1=O)Nc1ccc(N2CCOCC2)cc1	0.4	-8	-10	18	3
41	O=C(C(Cc1ccccc1)n1cccc1)N1CCN(c2cccc(Cl)c2)CC1 (configuration not stated)	1.3	1	15	8	8
42	CC(C)(C)c1ccc(-c2nnc(SCC(=O)Nc3sc4c(c3C#N)CCCC4)o2)cc1	0.8	-11	-16	-3	-4
43	CCCCN1C(=O)CC(N2CCOCC2)C1=O (configuration not stated)	-0.2	-12[fluorescence artefact?]	2	-5	0
44	Cc1ccc(S(=O)(=O)NCc2ccco2)cc1C	-1.3	-1[fluorescence artefact?]	4	10	0
45	COc1cc(NC(=O)C/C(C)=N/NC(=O)C(=O)NCCO)c(OC)cc1Cl	-1.1	-3	-8	14	.
46	Cc1ccc(Nc2c(-c3ccc(N4CCOCC4)cc3)nc3cnccn23)cc1	1.5	-2	14	11	.
47	C=CCn1c(COc2ccc(F)cc2)nnc1SCC(=O)NC(=O)NCc1ccco1	2.1	8	5	17	1
48	O=C1C2CC=CCC2C(=O)N1Cc1nnc(-c2ccccc2Br)o1 (configuration not stated)	-1.2	-5	-5	0	.

No.	CHOP inh	EP2 antag	EP2 mod	TRPML3 agonist
37	15	6	24	0.0
38	-6	-1	-19	0.3
39	-23	15	-10	-0.2
40	6	10	0	-0.6
41	57	8	-19	0.9
42	12	13	38	0.0
43	-1	25	20	0.7
44	14	7	23	0.3
45	15	7	-16	0.1
46	-4	9	-80	-0.2
47	5	6	17	0.5
48	1	5	-33	0.8

The listing continues.
No.	mol	TRPN1 ag	14-3-3 Bad PPI	NPY-Y1 PAM-ag	PPC-1+TRAIL kill	NPY-Y1 antag
49	Cc1cc(C)cc(C(=O)N2CCN(c3ccccn3)CC2)c1	-2.1	-6	-5	16	-5
50	O=C1C2C3C=CC([C@@H]2C(=O)N1c1nccs1)C31CC1 (some centres not stated)	0.5	-2	14	10	1
51	CC(C)N(Cc1nc(-c2ccc(Cl)cc2)no1)C(=O)c1cccs1	0.1	4	-5	-10	6
52	Cc1ccc(S(=O)(=O)Nc2c(C)[nH]c(=O)[nH]c2=O)cc1C	1.2	-13	-23	2	7
53	O=C(NNC1=NC2(CCCC2)Cc2ccccc21)c1cccnc1	-1.0	0	-10	1	2
54	CCOC(=O)c1c(N)ssc1=S	0.4&0.6	2&15	26&20	-2&17	4
55	CCOC(=O)N1CCC(N2CCCC(CO)(Cc3cccc(Cl)c3)C2)CC1 (configuration not stated)	1.2	-8	-8	19	6
56	CCCC(=O)Nc1sc(C)c(C)c1C#N	-0.3	5	11	5	-5
57	O=C(NCc1ccc2c(c1)OCO2)C1CC(=O)N(C2CCCCCC2)C1 (configuration not stated)	0.4	-7	-2	21	-3

No.	CHOP inh	EP2 antag	EP2 mod	TRPML3 agonist
49	-18	12	1	0.6
50	5	9	7	0.3
51	-2	4	-31	1.8
52	-4	-1	19	-0.1
53	-8	6	-27	0.2
54	12&-13	7	4&-22	0.1&0.6
55	13	4	1	1.0
56	7	13	-1	-0.1
57	4	-3	-7	1.3

Screening results: PubChem, several laboratories

The list is partial; rates above refer to the full screens.
